GPR55 beta-arrestin = GPR55 agonists via beta-arrestin recruitment, primary screen, imaging, U2OS cells, beta-arrestin-GFP redistribution (AID 1961); actives 0.048% (n = 290,000); U2OS GPR55 beta-arrestin-GFP redistribution imaging; higher % means a stronger effect; activation, % at 10 µM, or EC50 in µM where a hit was titrated; G-protein coupled receptor 55 (Homo sapiens);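 active means activation above 40% with more than 50 cells counted in the well; inconclusive means wells holding fewer than 50 cells, flagged as toxic or sparse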;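 further: U2OS osteosarcoma cells stably expressing GPR55 and beta-arrestin-GFP; plate controls were DMSO negative control for no effect and LPI positive control for full effect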
Large T inhibition = SV40 large T antigen inhibitors, biochemical (AID 1903); SV40 large T antigen ATPase/helicase inhibition assay; higher % means a stronger effect; actives 0.39% (n = 310,000); one-dose inhibition, % at 20 µM; IC50 in µM for titrated hits; in the data active means a potency from the dose series; inconclusive means inhibition mostly from about 32% at the one dose, without a potency; inactive means the rest, 99 in 100 with inhibition below about 32%; further: strong numbers were not always called active
NTR1 agonist = agonists of NTR1, primary screen, imaging, U2OS cells, beta-arrestin-GFP, high content (AID 493036); Neurotensin receptor type 1 (Homo sapiens), P30989; NTR1-U2OS beta-arrestin-GFP spot imaging, agonist mode; activation, % at 20 µM; actives 0.17% (n = 330,000);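 active means activation at or above 40% of the spot to cytoplasm intensity ratio, with at least 20 cells analyzed; inconclusive means wells under 20 cells, flagged as cytotoxic or low count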;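 further: 0% = DMSO without peptide and 100% = 100 nM NTR1 peptide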
Target sequence (P30989 whole entry, looked up): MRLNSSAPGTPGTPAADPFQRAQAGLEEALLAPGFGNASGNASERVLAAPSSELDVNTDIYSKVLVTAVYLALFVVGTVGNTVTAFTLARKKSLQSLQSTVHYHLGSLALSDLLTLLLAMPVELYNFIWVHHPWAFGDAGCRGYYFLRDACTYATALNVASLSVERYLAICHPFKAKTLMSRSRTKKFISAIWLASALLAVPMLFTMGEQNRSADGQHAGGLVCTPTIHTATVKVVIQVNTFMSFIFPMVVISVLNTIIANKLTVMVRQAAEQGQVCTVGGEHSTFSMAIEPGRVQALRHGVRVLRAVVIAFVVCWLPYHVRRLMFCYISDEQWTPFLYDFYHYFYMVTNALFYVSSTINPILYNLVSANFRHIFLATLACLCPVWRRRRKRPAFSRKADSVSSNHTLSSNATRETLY
T cell modulator = modulators of CD8 T cell-vesicle binding, primary screen, mouse 2C CD8+ T cells, flow cytometry. 2C CD8+ T cell-vesicle binding; hits give low values. calls only at 7 µM. actives 0.068% (n = 330,000). AID 2052, 2009;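 active means response, share of CD8 T cells binding vesicles, and their 90th percentile fluorescence all below set limits, cut at about 80% in these data, passing the limit was not always enough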
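Material: 2C TCR transgenic mouse naive CD8+ T cells, MACS-purified. Also added: QL9-charged Drosophila Ld/ICAM-1/B7-1 vesicles. Timing: binding 1.5 h at 37 °C. Measured by: high-throughput flow cytometry with anti-B7-1 and anti-CD8 staining. Read-out: percent CD8+ FL2 mean versus row control. Controls: Unloaded micro-vesicles (low), QL9 vesicles with 0.7% DMSO (high).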
GPR35 arrestin U2OS = GPR35 antagonists blocking zaprinast-driven arrestin recruitment, primary screen, imaging, U2OS, beta-arrestin-GFP, zaprinast agonist (AID 2058). U2OS GPR35 beta-arrestin-GFP translocation imaging, zaprinast antagonism; higher % means a stronger effect. one-dose inhibition, % at 10 µM; IC50 in µM for titrated hits. actives 0.052% (n = 290,000);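 active means inhibition of at least 50% with at least 30 cells and total cytoplasm GFP at most 10,000,000; inconclusive means under 30 cells or total GFP of 10,000,000 plus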
MgcRacGAP inhibition = MgcRacGAP GTPase-activating activity inhibitors, confirmation, biochemical, ADP Hunter fluorescence | inhibition, % at 30 µM, or IC50 in µM where a hit was titrated | actives 0.6% (n = 340,000) | AID 624330, 2012 | Rac GTPase-activating protein 1 (Homo sapiens) | MgcRacGAP-stimulated Rac1 GTP hydrolysis, ADP Hunter fluorescence; higher % means a stronger effect; GST-tagged Rac1 F28L mutant substrate;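 active means first-screen hits whose inhibition reached a set limit at any dose in the follow-up dose series; inconclusive means inhibition above the set first-screen limit but never retested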;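 further: fluorescence reports GDP produced by GAP-driven GTP hydrolysis; strong numbers were not always called active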
Lipid droplet = inhibitors of hepatocyte lipid droplet formation, primary screen, imaging, high-throughput imaging, BODIPY stain | AML12 mouse hepatocytes, oleate lipid droplets | inhibition, % at 6.5 µM | actives 0.4% (n = 240,000);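 active means lipid droplet intensity inhibited by at least 50%, with more than 500 cells counted; inconclusive means wells with under 300 cells, treated as cytotoxic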
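Material – AML12 mouse liver cells · Also added – oleate loading, 100 µM · Compound dosing – 6.5 µM single-point dosing · Times – overnight treatment with compound plus oleate · Measured by – fluorescence imaging, 20x objective, two fields per well · Read-out – percent inhibition of filter-corrected integrated lipid droplet intensity per well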
GPR55 LPI antagonism = GPR55 antagonists blocking LPI-driven arrestin recruitment, primary screen, imaging, U2OS, beta-arrestin-GFP, LPI agonist (AID 2013). actives 0.13% (n = 290,000). U2OS GPR55 beta-arrestin-GFP translocation imaging, LPI antagonism; higher % means a stronger effect. inhibition, % at 10 µM; hits with a dose series show IC50 in µM;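 active means spots per cell inhibited over 60%, with over 100 cells counted and total cytoplasm intensity under 500,000; inconclusive means wells with under 100 cells, flagged as likely toxic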;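 further: U2OS cells stably carrying GPR55 and arrestin-GFP stimulated by 5 µM LPI near EC80; imaged beta-arrestin-GFP aggregate spots per cell after agonist stimulation; plate controls were LPI-stimulated DMSO wells for no effect and DMSO wells without LPI for full effect; some results filed as inactive read as strong as hits; confirmed hits need IC50 under 10 µM and bright autofluorescent wells are also inconclusive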
LYP inhibition = inhibitors of LYP phosphatase, biochemical, fluorescence intensity, uHTS (AID 1779); inhibition, % at 11.5 µM; hits with a dose series show IC50 in µM; actives 0.054% (n = 290,000); recombinant LYP phosphatase, fluorescence intensity; higher % means a stronger effect; Tyrosine-protein phosphatase non-receptor type 22 (Homo sapiens); in the data active means inhibition above about 50%;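 further: plate controls were vehicle with enzyme for no effect and no enzyme for full effect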
Lipid droplet cells 6.5 µM = second read-out of Lipid droplet, no call of its own (marks repeat the call); cell count; measured here: cell count, cytotoxicity flag;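 cells counted across two imaged fields per well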
T cell modulator vesicle-bound % = second read-out of T cell modulator, no call of its own (marks repeat the call); double positive events, %; measured here: CD8+ vesicle-bound cell fraction;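 binding gate set so that unloaded-vesicle control wells show 10% double positive cells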
NTR1 agonist cell count 20 µM = also measured in NTR1 agonist; calls as there; cell count; measured here: cell count, cytotoxicity flag
* = called active by the depositor; i = inactive; ? = inconclusive; . = not tested or not shown; & = joins results of further samples.

Order of values – GPR55 beta-arrestin	Large T inhibition	NTR1 agonist	NTR1 agonist cell count 20 µM	T cell modulator	T cell modulator vesicle-bound %	GPR35 arrestin U2OS	MgcRacGAP inhibition	Lipid droplet	Lipid droplet cells 6.5 µM	GPR55 LPI antagonism	LYP inhibition
> O=C(Cn1nnc(-c2ccccc2)n1)N/N=C/c1cccc([N+](=O)[O-])c1O
  0.5%	2%	0.1	33	i	21	-12%	.	16	693	-6%	-5%
> CCCc1cc(=O)oc2cc(OCC(=O)NCCc3c[nH]c4ccc(OC)cc34)ccc12
  0.5%	.	2.3	103	i	2	-1%	4%	.	.	20%	-8%
> O=C(Nc1cccnc1)c1ccc(N2CCOCC2)c([N+](=O)[O-])c1
  0.2%	13%	-0.1	46	i	55	2%	9%	.	.	5%	-9%
> COc1ccc(N2C(=O)CSC23C(=O)N(CC(=O)NC2CCCC2)c2ccccc23)cc1 (centres undefined)
  0.5%	10%	-0.2	50	i	24	-9%	5%	-6	706	-6%	-8%
> COc1cc(C(=O)NCCC(=O)NC2CCCCC2)cc(OC)c1OC
  -0.1%	4%	0.3	61	i	29	2%	12%	-12	743	14%	-8%
> CC(C)(C)C1CCc2c(sc3nc(SCC(=O)O)nc(N)c23)C1 (centres undefined)
  -0.2%	12%	4.0	61	i	57	0%	24%	16	795	6%	4%
> COc1ccc(CN2CCCC(C(=O)c3ccc4c(c3)OCO4)C2)c(F)c1 (centres undefined)
  -0.2%	5%	2.3	43	i	18	14%	7%	-15	759	10%	-9%
> Cc1cc(C(=O)N2CCCC(N3CCN(c4cccc(C(F)(F)F)c4)CC3)C2)no1 (centres undefined)
  -0.1%	29%	0.3	59	i	14	3%	2%	-2	805	21%	-3%
> Cc1nc(SCc2ccc(Cl)c(Cl)c2)ncc1C(=O)O
  -0.5%	5%	-0.4	44	i	49	1%	4%	12	683	2%	5%
> Cc1nn2c(=O)cc(CSCC(=O)Nc3ccccc3Cl)nc2s1
  -0.1%	11%	-1.9	57	i	10	3%	-7%	11	727	4%	-3%
> O=C(NCCc1ccccn1)c1ccc(COc2ccccc2)o1
  -0.1%	2%	-0.8	80	i	56	13%	6%	0	717	-1%	5%
> COc1cc(-c2ccc(Nc3ccccc3C(=O)O)c(OC)c2)ccc1Nc1ccccc1C(=O)O
  -0.1%	.	1.2	83	.	.	-9%	41µM*	-1	642	-4%	9%
> CCn1c(=O)n(CC)c2cc(N)ccc21
  -0.1%	14µM*	-0.4	24	i	38	5%	?	54*	760*	5%	-12%
> C/C(Cn1cnc([N+](=O)[O-])n1)=N\NC(=O)c1cccc(F)c1
  -0.4%	8%	-2.0	80	i	22	1%	4%	-14	674	-2%	1%
> CC1CN=C(NC2CCCCC2C)S1 (centres undefined)
  -0.1%	16%	-1.1	35	i	54	-14%	14%	.	.	3%	-9%
> COc1cc(OC)c(S(=O)(=O)N2CCN(C(=O)c3ccccc3F)CC2)cc1NC(C)=O
  0.1%	6%	2.4	59	i	44	14%	-5%	3	661	-8%	-9%
> COc1ccc(N2C(=O)CCC(C(=O)O)C2c2ccccc2OC)cc1 (centres undefined)
  0.8%	24%	-0.9	54	i	29	13%	4%	9	681	12%	0%
> CCc1c(C)c2ccc(OCC(=O)N(C)C)c(C)c2oc1=O
  0.3%	17%	-1.1	74	i	30	-19%	9%	15	768	-4%	-6%
> Cc1ccccc1C(=O)N1CCN(c2ccc(NC(=O)c3ccco3)cc2)CC1
  -0.3%	15%	10	51	i	23	-2%	7%	16	764	-2%	-3%
> CCCC(=O)Nc1c2c(nn1-c1cccc(C)c1C)CS(=O)(=O)C2
  0.0%	12%	2.7	103	i	22	3%	.	26	785	8%	-8%
> Cc1c(OC(C)C(=O)NC2CC(C)(C)NC(C)(C)C2)ccc2c3c(c(=O)oc12)CCC3 (centres undefined)
  0.3%	32%	0.9	62	i	9	6%	15%	-7	772	6%	-4%
> Cc1cccc(NC(=S)N(C)C)c1C
  -0.1%	10%	1.9	40	i	26	4%	-5%	-1	729	2%	-3%
> COCCn1c(SCC(=O)NCc2ccc3c(c2)OCO3)nnc1-c1c[nH]c2ccccc12
  -0.1%	3%	-0.5	101	i	36	1%	3%	.	.	-10%	-1%
> CC(=O)c1c(C)[nH]c(C(=O)Nc2cccnc2)c1C
  -0.2%	9%	2.2	73	i	29	0%	3%	.	.	4%	3%
> Cc1nn(C)c(C)c1S(=O)(=O)N1CCC(C(=O)NCC2COc3ccccc3O2)CC1 (centres undefined)
  0.4%	19%	-2.9	57	i	32	7%	7%	.	.	-4%	2%
> C=CC(=O)Nc1ccc(Br)cc1
  -0.1%	12%	-0.2	64	i	16	3%	1%	9	834	15%	1%
> O=c1cc(O)c2ccccc2n1Cc1ccccc1Cl
  0.1%	6%	5.2	63	i	54	-7%	9%	-10	697	18%	1%
> CCCCCC(=O)N1CC2(C)CN(C(=O)CCCCC)CC(C)(C1)C2=O
  -0.1%	20%	-3.6	94	i	56	-19%	2%	-6	681	12%	-6%
> CC1(C)CC2CC(C)(CN2S(=O)(=O)c2ccc(C(=O)Nc3ccc(Cl)c(S(=O)(=O)N4CCOCC4)c3)cc2)C1 (centres undefined)
  -0.1%	22%	2.0	54	i	40	-1%	-1%	.	.	-3%	0%
> Cc1ccc(N2C(=O)C3C4C=CC(CC4)C3C2=O)cc1Cl (centres undefined)
  0.3%	-2%	-0.5	51	i	61	4%	12%	-6	794	9%	-6%

Later entries.
Order of values – GPR55 beta-arrestin	Large T inhibition	NTR1 agonist	NTR1 agonist cell count 20 µM	T cell modulator	T cell modulator vesicle-bound %	GPR35 arrestin U2OS	MgcRacGAP inhibition	Lipid droplet	Lipid droplet cells 6.5 µM	GPR55 LPI antagonism	LYP inhibition
> CCOc1ccc(N(CC(=O)N2CCN(c3ccccc3OC)CC2)S(=O)(=O)c2ccc(F)cc2)cc1
  -0.1%	13%	1.4	80	i	67	-2%	5%	0	680	11%	2%
> CCCCOCCCNC(=O)CN1C(=O)c2ccccc2C1=O
  0.3%	25%	0.6	38	i	57	4%	0%	0	743	2%	-9%
> Nc1ccn([C@@H]2O[C@H](CO)[C@@H](O)[C@@H]2O)c(=O)n1
  -0.1%	1%&6%	.	.	i	48	9%	2%	-16	534	17%	-5%
> COCCCNC(=O)Cn1c(=O)n(CCCCCC(=O)NCc2ccc3c(c2)OCO3)c(=O)c2sccc21
  0.8%	2%	1.1	54	i	18	-2%	12%	-4	704	6%	0%
> COc1ccc(S(=O)(=O)N/N=C(/C)c2ccncc2)c(OC)c1
  -0.1%	16%	-0.6	69	i	65	1%	3%	-17	634	12%	-6%
> Clc1ccc(SCc2csc(N3CCOCC3)n2)cc1
  -0.4%	4%	0.9	41	i	59	-3%	1%	-4	713	-10%	-4%
> COc1ccc(/C=N/Nc2cc(C)nc(N)n2)cc1
  -0.2%	3%	0.7	53	i	55	5%	6%	19	542	8%	-5%
> CCOC(=O)CSc1nnc(-c2ccc(NS(=O)(=O)c3ccc(C)cc3)cc2)o1
  -0.1%	-2%	14	78	i	50	10%	3%	-14	696	-9%	11%
> COc1cccc(CN2CCN(S(=O)(=O)c3ccc(Br)cc3)CC2)c1
  -0.1%	6%	0.3	32	i	18	4%	1%	1	771	12%	0%
> COc1ccc(-c2cc(C(F)(F)F)nc(N3CCCCC3)n2)cc1OC
  0.0%	3%	1.5	82	i	8	-11%	4%	.	.	-7%	4%
> Cc1ccc(O)c(NC(=S)NC(=O)c2ccccc2Cl)c1
  -0.1%	7%	-0.1	26	i	65	-17%	6%	6	690	0%	-6%
> Cc1cc(OC(=O)c2ccc(S(=O)(=O)N3CCOCC3)cc2)c([N+](=O)[O-])c(=O)[nH]1
  -0.1%	-7%	.	.	.	.	-11%	13%	21	697	-1%	-6%
> O=C(NCCc1ccco1)C(=O)NCC1CCCN1S(=O)(=O)c1ccccc1 (centres undefined)
  .	5%	0.6	57	i	23	.	5%	.	.	.	.
> N#Cc1ccc(-c2cccs2)nc1SCc1cccnc1
  -0.3%	8%	4.9	68	i	61	8%	.	-11	417	-16%	-7%
> CC(C)(C)c1ccc(NC(=O)NC2CCCc3ccccc32)cc1 (centres undefined)
  -0.1%	7%	0.2	39	i	39	-9%	14%	-7	717	-9%	7%
> CCc1cccc(CC)c1NC(=O)c1cccc(N)c1
  -0.2%	8%	0.6	56	i	47	-8%	7%	-8	750	3%	-10%
> COC(=O)CCSCc1cn2cc(Cl)ccc2n1
  0.2%	-7%	-1.6	26	i	58	-3%	14%	2	695	14%	-2%
> Clc1cccc(/C=N\Nc2nccs2)c1
  -0.1%	17%	0.7	50	i	38	-21%	-6%	.	.	-6%	-1%
> COc1ccc(C(=O)Nc2cccc(-c3nc4ncccc4o3)c2C)cc1OC
  -0.1%	-2%	-0.6	44	i	50	-2%	2%	-12	649	5%	-3%
> Cc1noc(C)c1COc1ncnc2ccccc12
  -0.2%	7%	-0.3	55	i	15	-5%	3%	-1	686	10%	-5%
> COc1oc(-c2ccccc2C)nc1C(F)(F)F
  0.2%	16%	3.0	93	i	29	13%	1%	.	.	9%	0%
> CC1=C(C(=O)NC2CCCCC2C)C2(CCC(C)CC2)OC1=O (centres undefined)
  -0.2%	4%	3.0	76	i	32	8%	10%	1	695	2%	-4%
> O=C(CSc1nc2ccccc2s1)N/N=C/c1ccc(C(=O)O)cc1
  -0.1%	2%	-0.7	29	i	19	-10%	6%	-12	696	-4%	-2%
> CCOc1ccccc1CNCCOC
  -0.1%	-4%	4.0	81	i	55	0%	7%	2	673	14%	-3%

Screens (PubChem BioAssay)
